Bioassay records as filed in PubChem.
NCOA3 inh: SRC3 coactivator transcriptional activity inhibitors, primary screen, cell-based, luminescence. hit rate 0.17% among 360,000. HEK293 GAL4-SRC3 luciferase reporter. inhibition, % at 3.6 µM. Nuclear receptor coactivator 3 (Homo sapiens), Q9Y6Q9;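 active means inhibition above a per-campaign cutoff, the mean of all compounds plus 3 SD, cut at about 60% in these data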;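 further: 0% = DMSO-treated cells and 100% = gossypol-treated cells at 36 µM; higher means less SRC3-driven luciferase light from the GAL4 reporter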
Target sequence (Q9Y6Q9 whole entry, looked up, the tested form may be a part): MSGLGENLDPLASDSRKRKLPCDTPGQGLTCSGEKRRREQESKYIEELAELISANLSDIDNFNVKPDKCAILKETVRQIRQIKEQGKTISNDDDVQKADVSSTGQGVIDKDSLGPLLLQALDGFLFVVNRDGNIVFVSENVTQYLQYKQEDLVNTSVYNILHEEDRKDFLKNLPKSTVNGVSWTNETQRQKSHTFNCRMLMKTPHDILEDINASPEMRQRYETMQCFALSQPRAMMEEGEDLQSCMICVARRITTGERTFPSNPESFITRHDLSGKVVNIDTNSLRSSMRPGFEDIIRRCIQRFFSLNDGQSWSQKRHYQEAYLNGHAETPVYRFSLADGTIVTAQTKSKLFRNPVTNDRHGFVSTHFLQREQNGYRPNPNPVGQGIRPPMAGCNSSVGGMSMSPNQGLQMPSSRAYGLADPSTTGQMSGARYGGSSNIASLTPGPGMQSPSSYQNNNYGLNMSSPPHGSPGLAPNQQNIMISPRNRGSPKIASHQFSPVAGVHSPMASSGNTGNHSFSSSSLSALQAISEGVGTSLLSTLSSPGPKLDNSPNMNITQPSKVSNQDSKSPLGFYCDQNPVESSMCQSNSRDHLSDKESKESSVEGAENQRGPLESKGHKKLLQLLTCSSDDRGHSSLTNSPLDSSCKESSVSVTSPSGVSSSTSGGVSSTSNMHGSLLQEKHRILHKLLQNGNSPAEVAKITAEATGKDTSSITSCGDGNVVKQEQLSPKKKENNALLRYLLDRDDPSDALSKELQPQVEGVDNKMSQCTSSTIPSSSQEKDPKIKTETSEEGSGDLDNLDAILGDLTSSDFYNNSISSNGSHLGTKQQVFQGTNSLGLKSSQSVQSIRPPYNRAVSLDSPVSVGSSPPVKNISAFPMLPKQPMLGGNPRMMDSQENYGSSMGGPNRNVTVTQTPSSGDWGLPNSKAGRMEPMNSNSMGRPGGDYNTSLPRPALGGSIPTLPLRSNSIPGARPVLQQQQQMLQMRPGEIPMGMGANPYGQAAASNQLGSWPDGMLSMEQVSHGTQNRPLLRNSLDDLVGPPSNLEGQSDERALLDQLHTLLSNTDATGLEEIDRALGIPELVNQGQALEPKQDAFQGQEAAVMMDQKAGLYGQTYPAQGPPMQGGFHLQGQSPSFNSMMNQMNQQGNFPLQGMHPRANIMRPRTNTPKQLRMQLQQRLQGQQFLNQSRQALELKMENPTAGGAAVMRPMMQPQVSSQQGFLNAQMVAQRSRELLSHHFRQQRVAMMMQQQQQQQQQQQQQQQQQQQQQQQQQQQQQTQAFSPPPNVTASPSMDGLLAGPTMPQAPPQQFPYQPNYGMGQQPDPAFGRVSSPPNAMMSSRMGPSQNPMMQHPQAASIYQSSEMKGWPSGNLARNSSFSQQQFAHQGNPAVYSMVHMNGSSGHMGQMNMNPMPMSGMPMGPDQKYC
CF NFkB inh: inhibitors of PAF-induced NF-kB signaling, primary screen, cell-based, GFP fluorescence, uHTS; inhibition, % at 5 µM; AID 588850, 2011; hit rate 0.86% among 360,000; KKLEB NF-kB-GFP reporter, GFP fluorescence overnight;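 active means at least 50% inhibition at 5 µM, scaled per plate between neutral and stimulator controls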;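 further: PAF is a Pseudomonas aeruginosa culture filtrate used as stimulus; plate controls were PAF-stimulated DMSO wells for no effect and unstimulated DMSO wells for full effect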
TRAIL sens C8: viability loss with TRAIL in NB7+C8 cells, primary screen, TRAIL sensitizer project, cell-based, ATPlite luminescence. inhibition (viability loss, TRAIL sensitization), % at 10 µM. hit rate 1% among 360,000. AID 624354, 2012;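 active means compounds causing at least 50% loss of cell viability in the single-dose screen, relative to plate controls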
NCOA1 inh: SRC1 coactivator transcriptional activity inhibitors, primary screen, cell-based, luminescence; Nuclear receptor coactivator 1 (Homo sapiens), Q15788; HEK293 GAL4-SRC1 luciferase reporter; inhibition, % at 3.6 µM; hit rate 0.12% among 360,000;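 active means inhibition above the campaign mean plus 3 SD, with each screening campaign given its own cutoff, cut at about 60% in these data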;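 further: 0% = DMSO treated cells and 100% = gossypol at 36 µM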
NR2F2 inh: NR2F2 transcriptional activity inhibitors, primary screen, cell-based, luciferase reporter, HEK293T, luminescence; COUP transcription factor 2 (Homo sapiens), P24468; HEK293T NGFI-A luciferase reporter; inhibition, % at 8.6 µM; hit rate 0.7% among 370,000;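 active means inhibition above a per-plate cutoff, mean inhibition of test wells between control levels plus 3 SD, cut at about 38% in these data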;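 further: cells cotransfected with COUP-TFII expression vector driving the NGFI-A reporter; 0% = median of COUP-TF2 test wells and 100% = reporter-only cells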
NCOA2 inhibitor: inhibition of GAL4-SRC2 driven luciferase reporter, primary screen, SRC2 inhibitor project, cell-based, luminescence. Nuclear receptor coactivator 2 (Homo sapiens), Q15596. HEK293 GAL4-SRC2 luciferase reporter. inhibition, % at 9 µM. hit rate 0.17% among 370,000. AID 651957, 2012;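 active means inhibition above the mean inhibition of all tested compounds plus 3 SD, set per campaign, cut at about 52% in these data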;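 further: 0% = DMSO treated cells and 100% = cells given Gossypol at 36 µM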
TROY NFkB inh: inhibitors of TROY-driven NF-kB signaling, primary screen, Q293 LMP1-TROYcd cells, NF-kB luciferase, uHTS; hit rate 0.98% among 360,000; Q293 LMP1-TROYcd NF-kB luciferase reporter, 4 h; inhibition, % at 10 µM; AID 1347056, 2019;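 active means compounds whose plate-normalised and pattern-corrected inhibition of the luciferase reporter signal at the single screening dose is 50% or more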
TWEAK Fn14 block: inhibitors of TWEAK-Fn14 signaling, primary screen, luciferase reporter cells, uHTS | hit rate 2% among 360,000 | AID 1159606, 2016 | inhibition, % at 10 µM | TWEAK-stimulated Fn14 reporter cells, luciferase luminescence, 8 h; in the data active means inhibition above about 50%
LRH-1 inv ag: LRH-1 (NR5A2) inverse agonists, primary screen, cell-based, luminescence, HEK293T, StAR-luciferase reporter; Nuclear receptor subfamily 5 group A member 2 (Homo sapiens), O00482; LRH-1 transfected, 24 h; inhibition, % at 3.6 µM; hit rate 0.13% among 360,000; AID 602396, 2012;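 active means inhibition above the mean inhibition of all tested compounds plus 3 SD, cut at about 73% in these data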;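 further: 0% = DMSO wells and 100% = reporter-only cells lacking LRH-1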
KKLEB tox: cytotoxicity in KKLEB CF airway cells, primary screen, cytotoxicity control for CF NF-kB inhibitor project, cell-based, uHTS, fluorescence assay plates; KKLEB CF airway cells viability, ATPlite luminescence, overnight; hits give low values; cells stimulated with P. aeruginosa culture filtrate; activity change (cytotoxicity), % at 5 µM; hit rate 0.36% among 360,000; AID 602141, 2011;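 active means corrected activity change at or below -50% at 5 µM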
EBV LMP1 NFkB: EBV LMP1-driven NF-kappaB luciferase reporter inhibitors, primary screen, cell-based, luminescence, single point; LMP1-induced NF-kappaB luciferase reporter cells; inhibition, % at 12.5 µM; hit rate 0.69% among 350,000; AID 504558, 2011; in the data active means inhibition above about 41%;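 further: 0% = neutral control wells and 100% = reference inhibitor control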
Starred values were filed as active, the others as inactive; x = no result given.

SMILES,NCOA3 inh,CF NFkB inh,TRAIL sens C8,NCOA1 inh,NR2F2 inh,NCOA2 inhibitor,TROY NFkB inh,TWEAK Fn14 block,LRH-1 inv ag,KKLEB tox,EBV LMP1 NFkB
Cc1nc2cc(-c3cccs3)nn2c(NCC(C)(C)CN(C)C)c1C,0,-6,5,-44,-30,-18,15,2,-2,2,2
CCS(=O)(=O)N1CCN=C1SCc1cccc(F)c1,-13,9,-7,-11,-6,-13,0,-18,-10,-18,3
O=C(CCS(=O)(=O)c1ccc(Cl)cc1)N1CCCc2ccccc21,-17,4,1,-13,14,0,65*,53*,-17,-15,-2
O=C(NCCOc1ccccc1)C(=O)NCC1CCCO1 (configuration not stated),20,-9,-11,-65,4,-6,-3,3,-15,2,-1
Cc1nc(NC(=O)CCCC(=O)Nc2nc(C)c(C)s2)sc1C,-11,-19,-4,-11,-15,-4,-13,-15,3,13,-3
Cc1c(C(=O)N/N=C/c2ccc(N3CCOCC3)cc2)nc2ccccn12,9,-14,-7,-17,-12,-58,-2,-3,8,6,5
CC1(Cc2cc(Cl)ccc2C(F)(F)F)C(=O)Nc2c(Cl)cccc21 (configuration not stated),9,0,8,14,16,19,13,4,2,8,x
O=C1CCc2cc(S(=O)(=O)NCc3ccccc3Cl)ccc2N1,19,-14,-9,-22,12,-6,3,0,6,16,2
CCC(C)(C)n1nnnc1C(c1cc2cc3c(cc2[nH]c1=O)OCO3)N1CCCCC1 (configuration not stated),-1,8,1,-20,x,x,-5,28,-17,-10,-6
O=C(COc1ccc2c(c1)CCC2)N1CCN(c2cccc(C(F)(F)F)c2)CC1,4,-2,4,-9,-8,13,5,-11,0,-6,-1
O=C(O)c1cnc(-c2ccccc2)nc1Sc1ccccc1,24,-14,0,-12,-6,14,8,7,19,3,16
CC(C)=CCC/C(C)=C/COc1c2occc2cc2ccc(=O)oc12,-15,-33,-2,-7,2,18,-5,-20,1,10,3
CN[C@H](CC(=O)O)C(=O)O,-9,-34,11,-13,-21,1,16,0,8,12,3
CCc1ccc(CNC(=O)C2CC(=O)N(CCc3ccc(C)cc3)C2)cc1 (configuration not stated),-1,-9,9,12,-1,-12,13,3,7,-24,-1
CC(Sc1ncnc2sc(-c3ccccc3)cc12)C(N)=O (configuration not stated),-27,-11,0,-22,-13,-32,-2,-6,-52,-2,-2
COc1ccc(NC2CCCN(C(=O)c3ccccc3N3CCOCC3)C2)cc1OC (configuration not stated),-5,-4,-9,5,-5,17,-16,-2,7,-1,-3
CCOC(=O)c1ccc(NC(=O)C(C)N2C(=O)c3ccccc3C2=O)cc1 (configuration not stated),6,-5,-7,-6,-13,-10,-13,-16,-14,-18,-2
COc1ccc(-c2c(C(C)=O)c(C)nc3sc4c(=O)n(-c5ccc(C)cc5)nnc4c23)cc1,4,6,-16,-1,10,-6,8,6,4,-15,20
Cc1onc(-c2ccccc2)c1C(=O)Nc1cccnc1,14,-3,-5,-6,12,-15,10,1,17,-2,2
CC(C)Cn1c(=O)c(C(=O)Nc2cnccn2)c(O)c2ccccc21,14,-5,3,7,2,13,4,13,15,2,5
COc1ccc(C(=O)C(C)OC(=O)COc2ccccc2)cc1 (configuration not stated),2,-6,-8,6,5,-9,3,0,-2,-1,1
COc1ccccc1/C=C/C(=O)OCC(=O)NCc1ccco1,-12,5,-11,-7,13,-28,-16,2,9,6,14
COc1ccc(-n2c(Cn3c(=O)sc4ccccc43)nnc2SC)cc1,10,-33,-13,-16,-16,-10,1,1,-14,7,0
CC(C)(C)c1ccc(/C=C/C(=O)Nc2ccncc2)cc1,3,16,9,-71,-1,15,-11,-19,-55,0,0
O=C(Cc1c(F)cccc1Cl)NNC(=O)c1ccco1,-1,-10,-6,2,-3,-16,2,-7,-3,1,-3

A different layout for three compounds above:
Order of results – NCOA3 inh, CF NFkB inh, TRAIL sens C8, NCOA1 inh, NR2F2 inh, NCOA2 inhibitor, TROY NFkB inh, TWEAK Fn14 block, LRH-1 inv ag, KKLEB tox, EBV LMP1 NFkB
COc1ccc(-c2c(C(C)=O)c(C)nc3sc4c(=O)n(-c5ccc(C)cc5)nnc4c23)cc1
 : 4, 6, -16, -1, 10, -6, 8, 6, 4, -15, 20
Cc1onc(-c2ccccc2)c1C(=O)Nc1cccnc1
 : 14, -3, -5, -6, 12, -15, 10, 1, 17, -2, 2
CC(C)Cn1c(=O)c(C(=O)Nc2cnccn2)c(O)c2ccccc21
 : 14, -5, 3, 7, 2, 13, 4, 13, 15, 2, 5

(listing goes on)
SMILES	NCOA3 inh	CF NFkB inh	TRAIL sens C8	NCOA1 inh	NR2F2 inh	NCOA2 inhibitor	TROY NFkB inh	TWEAK Fn14 block	LRH-1 inv ag	KKLEB tox	EBV LMP1 NFkB
CC(C)(C)NCCC(O)c1cc(C(F)(F)F)nc2c(C(F)(F)F)cccc12 (configuration not stated)	2	16	91*	-2	-15	-25	-4	-7	-8	-18	5
O=C(COC(=O)/C=C/c1ccc(OC(F)F)cc1)Nc1ccc(N2CCOCC2)cc1	-1	-14	-9	4	9	-7	7	-9	34	-4	-4
O=C(NC(=S)Nc1ccc(Cc2ccncc2)cc1)c1ccccc1F	-2	-10	14	-9	6	15	13	-15	-1	-4	2
COC(=O)c1c(C(C)=O)cnc2ccc(Br)cc12	-11	4	-22	-4	6	-14	x	2	2	-4	4
O=c1ccc(/C=C/c2ccccc2)nn1Cc1ccc(Cl)cc1Cl	19	-13	-17	13	-5	-12	-19	9	13	8	-4
COc1ccc(S(=O)(=O)Cc2ccc(C(=O)N3CCC(C(N)=O)CC3)o2)cc1	-4	-14	-28	-17	-3	-6	16	-14	5	-1	4
CCOCCc1nnc(NC(=O)CCC2CCCCC2)s1	5	-10	7	1	19	-7	3	0	12	15	-1
CCCC(=O)N(Cc1cc2cc(OC)ccc2[nH]c1=O)c1ccccc1OC	2	8	3	-3	2	-15	-6	-9	5	2	-7

A run of entries from the list above:
SMILES	NCOA3 inh	CF NFkB inh	TRAIL sens C8	NCOA1 inh	NR2F2 inh	NCOA2 inhibitor	TROY NFkB inh	TWEAK Fn14 block	LRH-1 inv ag	KKLEB tox	EBV LMP1 NFkB
COC(=O)c1c(C(C)=O)cnc2ccc(Br)cc12	-11	4	-22	-4	6	-14	x	2	2	-4	4
O=c1ccc(/C=C/c2ccccc2)nn1Cc1ccc(Cl)cc1Cl	19	-13	-17	13	-5	-12	-19	9	13	8	-4

Other structures.
SMILES	NCOA3 inh	CF NFkB inh	TRAIL sens C8	NCOA1 inh	NR2F2 inh	NCOA2 inhibitor	TROY NFkB inh	TWEAK Fn14 block	LRH-1 inv ag	KKLEB tox	EBV LMP1 NFkB
O=C(NCC1CCCO1)c1onc(CSc2cccc(Cl)c2)c1C(=O)O (configuration not stated)	-8	-19	-8	-16	2	-9	3	1	-15	-6	5
CC(=O)Nc1cccc2c1C(=O)NC2=O	8	0	11	-9	-12	-34	6	-11	-4	0	3
C/C(CC(=O)NCCc1ccccc1)=N\NC(=O)COc1ccc(Br)cc1	-22	-16	5	1	-6	-1	-1	15	10	3	-2
Cc1ccc(C2=NCCn3c2c2ccccc2[n+]3[O-])cc1	0	0	-12	0	0	0	-22	13	4	-3	2
COc1ccc(N2C(=O)CC(Sc3nccc(C)n3)C2=O)c(OC)c1 (configuration not stated)	-8	12	-10	1	-10	26	2	18	-5	10	2
Cn1cccc1-c1cc(C(=O)N/N=C/c2ccccc2Cl)[nH]n1	-44	0	-13	-57	-33	-27	-16	5	-46	-14	6
CCc1csc(CCNC(=O)C2CCC(=O)N(Cc3ccccc3F)C2)n1 (configuration not stated)	15	24	-1	-16	-5	-6	4	-18	-1	-2	-7
O=C(CN1C(=O)COc2ccc(Cl)cc21)NCC1CCCO1 (configuration not stated)	3	-11	-7	3	-9	19	18	10	-2	9	2
Cc1ccc(C(C)C)c(OCC(O)CN(C)Cc2ccccc2)c1 (configuration not stated)	15	10	10	-67	-19	15	-16	2	6	-12	-2

3 of the entries above in order of their number in NCOA1 inh, highest first.
smiles | NCOA1 inh
Cc1ccc(C2=NCCn3c2c2ccccc2[n+]3[O-])cc1 | 0
CCc1csc(CCNC(=O)C2CCC(=O)N(Cc3ccccc3F)C2)n1 (configuration not stated) | -16
Cc1ccc(C(C)C)c(OCC(O)CN(C)Cc2ccccc2)c1 (configuration not stated) | -67
